phage Ecoli inh = E. coli growth loss with phage present | hit rate 0.26% among 360,000 | growth absorbance | inhibition, % at 11.9 µM; in the data active = inhibition above about 11%
DAGLB inh = blocks human DAGLB lipase activity | inhibition, % at 5.17 µM | HEK293T DAGLB membrane lysate, EnzChek fluorogenic substrate | hit rate 0.059% among 340,000 | Q8NCG7 | AID 504411; in the data active = inhibition above about 34%;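 note: 0% = enzyme with vehicle and 100% = wells lacking enzyme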
Target sequence (Q8NCG7 whole entry, looked up): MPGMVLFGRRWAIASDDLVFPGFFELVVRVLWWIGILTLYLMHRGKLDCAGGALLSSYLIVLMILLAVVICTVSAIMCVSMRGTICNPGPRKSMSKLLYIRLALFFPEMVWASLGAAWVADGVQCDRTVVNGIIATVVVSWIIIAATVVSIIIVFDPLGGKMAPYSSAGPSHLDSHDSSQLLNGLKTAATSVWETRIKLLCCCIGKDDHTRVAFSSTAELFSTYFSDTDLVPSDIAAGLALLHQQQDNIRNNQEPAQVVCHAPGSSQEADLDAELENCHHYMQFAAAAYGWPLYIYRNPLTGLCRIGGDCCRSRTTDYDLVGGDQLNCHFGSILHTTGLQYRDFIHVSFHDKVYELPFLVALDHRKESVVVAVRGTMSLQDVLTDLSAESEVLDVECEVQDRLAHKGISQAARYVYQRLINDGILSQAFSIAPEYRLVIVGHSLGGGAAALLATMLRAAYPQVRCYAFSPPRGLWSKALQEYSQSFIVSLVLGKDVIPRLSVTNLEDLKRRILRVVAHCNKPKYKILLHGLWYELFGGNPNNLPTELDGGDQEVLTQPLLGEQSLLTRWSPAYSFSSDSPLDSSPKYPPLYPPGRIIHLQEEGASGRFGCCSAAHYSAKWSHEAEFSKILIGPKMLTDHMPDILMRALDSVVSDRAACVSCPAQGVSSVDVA
CAL PDZ inh = human CAL PDZ-peptide interaction inhibition; Q9HD26; purified CAL PDZ, TMR-peptide fluorescence polarization, 1 h; inhibition, % at 20 µM; hit rate 0.02% among 330,000;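 active = highest replicate inhibition of at least 40%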;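 note: plate controls were DMSO neutral control wells for no effect and unlabeled competitor peptide control wells for full effect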
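Read-out basis: mP drop reported as inhibition | Assay system: Tagged CAL PDZ protein CerCALP, purified | Benchmarks: Unlabelled peptide for full inhibition, DMSO wells as neutral | Schedule: 1 h incubation at room temperature before polarization reading | Buffer or medium: Sodium phosphate/NaCl buffer pH 7.4 with TCEP, IgG, Thesit | Doses: Single point, 20 µM | Measured by: Fluorescence polarization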
Tat export inh = inhibitors of E. coli Tat protein transport. inhibition, % at 10 µM. E. coli MC4100 TorA-mCherry Tat export, fluorescence. hit rate 0.036% among 340,000. AID 488895;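 active = mean replicate inhibition at least 50% and at least half of replicates individually reaching 50%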;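 note: exported cargo escapes ClpAP degradation while cytoplasmic cargo is degraded and loses fluorescence; 0% = median of neutral control wells and 100% = median of NaSCN control wells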
E coli growth = counter-screen for AddAB inhibitors: E. coli growth inhibition; hit rate 0.27% among 330,000; inhibition, % at 11.9 µM; E. coli V3065 growth, OD600 absorbance, 18 h;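 active = inhibition above the campaign's mean inhibition across all tested compounds plus 3 SD, cut at about 9.9% in these data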;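 note: uninfected addAB+ strain grown without phage in ampicillin broth; 0% = DMSO wells and 100% = ciprofloxacin 0.95 µg/ml wells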
Wnt act = activates Wnt/beta-catenin signaling in a reporter cell assay. activator, plate reader. activation, % at 9.35 µM. hit rate 1.2% among 300,000. AID 743398; in the data active = activation above about 30%, passing the limit was not always enough;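 note: 0% = neutral control wells and 100% = positive control wells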
Rtt109 HAT inh = inhibitors of Candida albicans Rtt109/Vps75 histone acetyltransferase | purified Rtt109/Vps75, ThioGlo CoA-SH fluorescence, 4 h | hit rate 0.16% among 330,000 | inhibition, % at 34.9 µM;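 active = inhibition of at least 50% in every replicate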
Target sequence (Q5AAJ8 whole entry, looked up): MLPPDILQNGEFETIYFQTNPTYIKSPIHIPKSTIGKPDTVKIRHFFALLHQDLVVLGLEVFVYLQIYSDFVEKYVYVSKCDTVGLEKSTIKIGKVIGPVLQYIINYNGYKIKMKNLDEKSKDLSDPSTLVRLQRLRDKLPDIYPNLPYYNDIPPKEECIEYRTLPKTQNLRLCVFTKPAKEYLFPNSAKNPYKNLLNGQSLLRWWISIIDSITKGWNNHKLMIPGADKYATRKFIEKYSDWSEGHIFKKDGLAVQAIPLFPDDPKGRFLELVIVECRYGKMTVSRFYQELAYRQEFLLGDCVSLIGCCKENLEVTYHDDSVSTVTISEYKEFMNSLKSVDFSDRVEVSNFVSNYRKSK
PvdQ acylase = P. aeruginosa PvdQ acylase inhibition. purified PvdQ acylase, fluorescence plate reader. inhibition, % at 10 µM. hit rate 0.063% among 340,000. AID 488965; in the data active = inhibition above about 30%, passing the limit was not always enough;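 note: 0% = vehicle neutral wells and 100% = reference inhibitor wells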
AddAB inh = less growth of phage-infected E. coli with AddAB. E. coli expressing H. pylori AddAB, absorbance growth. inhibition, % at 11.9 µM. hit rate 0.29% among 330,000. AID 435030; in the data active = inhibition above about 12%;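 note: 0% = vehicle wells of infected cells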
PfHsp90 set2 = inhibits growth of yeast expressing Plasmodium falciparum Hsp90; S. cerevisiae expressing PfHsp90, BacTiter-Glo ATP, 48 h; yeast lacking PDR1 and PDR3 efflux regulators; inhibition, % at 9.4 µM; hit rate 0.32% among 310,000;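 active = every replicate shows inhibition above about 80%, whatever the replicate mean, limit read from the data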;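 note: 0% = DMSO neutral controls and 100% = 20 µM radicicol positive controls; yeast relying on Plasmodium falciparum Hsp90 in place of its own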
* = called active by the depositor; . = no result given; & = joins results of further samples.

SMILES	phage Ecoli inh	DAGLB inh	CAL PDZ inh	Tat export inh	E coli growth	Wnt act	Rtt109 HAT inh	PvdQ acylase	AddAB inh	PfHsp90 set2
Cc1nnc2ccc(-c3cccc(NS(=O)(=O)c4ccccc4Cl)c3)nn12	2.9	2	-2.3	-1	-0.7	-6	29	12	1.7	-5
CCOC(=O)c1sc(NC(=O)c2ccco2)nc1-c1ccccc1	-0.6	-4	-0.3	-8	-0.5	-4	-7	7	-2.3	-10
Cc1ccc(C)c(OCC(=O)NCC(c2ccco2)N2CCCCC2)c1 (stereo not given)	1.8	-11	-1.8	-4	1.6	-1	.	-4	1.5	28
Nc1nc(=S)[nH]c2c1C1(CCCCC1)Cc1ccccc1-2	3.4	0	-2.2	-4	1.6	3	45	6	6.5	-21
O=C(O)c1ccc(Cl)c(N2C(=O)Nc3ccccc3N2O)c1	2.6	-2	-0.5	-9	0.8	1	-3	-9	-0.2	4
Cc1ccc2[nH]c(=O)c(CN3CCCCC3)c(-c3ccccc3)c2c1	1.1	5	-0.7	-3	-2.3	0	4	-8	0.8	-18
O=C1NC(=O)/C(=C/c2cc3c(cc2Br)OCO3)S1	2.2	8	-5.7	-4	2.5	3	1	4	1.2	-7
COC(=O)c1sccc1NC(=S)N1CCN(c2cc(C)ccc2C)CC1	1.6	-22	0.2	7	0.1	-2	-1	4	0.2	-7
Cc1ccc2cc(CN(CC3CCCO3)C(=S)NCc3ccco3)c(=O)[nH]c2c1C (stereo not given)	2.9	5	-1.3	9	0.5	-1	-3	-1	4.1	9
N/C(=N\OC(=O)c1cccc(Br)c1)c1ccccn1	1.2	-5	-1.5	-3	-3.4	5	-2	-7	-0.4	20
Cc1ccc(S(=O)(=O)NCC(=O)N(CCc2ccccc2)CC(=O)NCc2ccco2)cc1	1.7	0	-0.1	-7	.	5	8	-12	.	-25
CCOC(=O)CSc1nc(NC#N)nc(N(CC)CC)n1	2.2	1	0.8	10	0.6	.	1	-12	-3.3	12
Cc1ccc2c(c1)C1CN(C)CCC1N2C(=O)c1ccccc1NS(=O)(=O)c1cccc(C(F)(F)F)c1 (stereo not given)	2.4	1	-0.5	-17	-1.7	0	18	4	-0.8	27
CC1CCN(C2CC(=O)N(c3ccc(Br)cc3Br)C2=O)CC1 (stereo not given)	3.1	-4	-1.0	-1	0.6	3	17	-15	-2.4	107*
CN(C)c1ccc(/C=N/NC(=O)CCCO)cc1	1.1	.	-0.8	-5	2.1	4	-8	-7	2.7	13
CCCCNc1c(-c2ccc(OC)c(SC3CCCCC3)c2)nc2cnccn12	.	-3	1.0	12	-4.0	.	-11	-12	-2.3	-57
CC(=O)Nc1ccc(NC(=O)CCCn2cnc3ccccc3c2=O)cc1	-2.1	-2	-0.7	-7	0.9	2	-11	-13	0.4	-1
CC1CN/C(=C\C(=O)c2ccc(Br)cc2)C(=O)N1 (stereo not given)	3.4	-1	-0.3	-9	1.8	-3	-1	-14	2.1	19
Fc1ccc(CSc2nnc3ccc(-c4ccncc4)nn23)cc1	-0.3	1	-1.8	-4	-0.4	1	34	1	-0.6	-4
CC(C)c1ccc(NC2CCCN(C(=O)CCN3CCCC3=O)C2)cc1 (stereo not given)	0.7	-2	-0.4	-4	0.1	-1	3	3	4.2	-1
Oc1ccc(Nc2nc(-c3ccccc3F)nc3ccccc23)cc1	0.4	-1	0.3	6	-0.5	-1	-3	-1	0.3	8
COc1ccccc1N1CCN(c2cc(=O)n(-c3ccc(Br)cc3)c(=O)[nH]2)CC1	0.1	0	-0.2	0	1.0	-1	3	3	1.0	-2
FC(F)(F)c1nc2nncn2c2c1CCCCC2	2.0	1	0.3	9	0.2	.	-42	-14	-1.5	-6
O=C(Nc1c(C(=O)N2CCN(c3ccccn3)CC2)oc2ccccc12)c1ccc([N+](=O)[O-])cc1	3.8	0	-1.7	-8	-2.8	-1	5	-14	3.4	-12
Cc1ccc(NC(=O)CN(C)S(=O)(=O)c2cccs2)cc1C	3.4	-2	-0.5	2	-1.5	3	8	-14	1.0	-28
CC1CCc2c(C(=O)NCCN3CCOCC3)csc2C1 (stereo not given)	1.4	1	-1.9	7	0.2	5	5	12	1.6	7
CCCn1c2ccccc2c2nnc(SCC(=O)OCC)nc21	-0.5	-5	-0.9	4	3.3	.	4	8	4.6	-4
COc1ccc(-c2c(C(F)(F)F)oc3c(CN4CCN(C)CC4)c(O)ccc3c2=O)cc1	2.0	-1	-0.9	9	-0.5	.	-15	-1	2.8	7
O=C(CCSCc1ccc(Cl)cc1)NCc1cccnc1	2.3	0	-2.7	2	-3.6	-3	-2	-11	3.3	.
COc1cc(CN2CC(=O)N(c3ccc(C)c(Cl)c3)C2=S)cc(OC)c1OC	4.1	-3	-1.9	7	-1.3	1	-5	3	0.5	-5
COc1ccc(NC(=O)C(OC(=O)Cn2cnc3c2c(=O)n(C)c(=O)n3C)c2ccccc2)cc1Cl (stereo not given)	-0.5	4	-1.5	-4	.	9	-2	-11	.	-16
C=CCN(c1ccccc1)S(=O)(=O)c1ccc2c(c1)N(C(C)=O)CCO2	2.4	2	-1.5	-5	0.2	0	-1	-10	-0.2	14
CCOc1ccc(NC(=O)Nc2cccc(C(=O)O)c2)cc1	3.8	1	-0.5	-4	-0.9	-31	-38	-9	3.1	24
CCCC(=O)Nc1ccc(NC(=O)C23CC4CC(CC(C4)C2)C3)cn1	2.7	2	-1.1	10	-2.0	3&0	-2	-4	3.2	-2
COc1cc(OC)cc(C(=O)OCc2cc3ccccc3[nH]c2=O)c1	-0.2	0	.	-3	-0.3	-5	6	-13	0.8	-39
Cc1ccc2nc(C)c(C(=O)N/N=C/c3cccc([N+](=O)[O-])c3)cc2c1	2.9	-6	-6.0	-6	2.1	-1	3	-2	4.6	0
COc1cccc(OCC(=O)NNC(=O)c2ccc3ccccc3c2)c1	0.6	-3	-0.1	-2	1.3	3	-1	-14	0.7	-18
Cc1ccccc1NC(=O)c1ccc2snnc2c1	1.1	-1	-2.5	-3	1.9	2	17	-2	-2.6	4
COc1cc(OC)cc(C(=O)NC2=NCCS2)c1	-0.2	-1	-1.2	-3	0.6	.	-5	8	-1.3	9
COc1ccc(-c2nc(CS(=O)(=O)CC(=O)NCc3cccc(F)c3)c(C)o2)cc1	0.6	0	1.6	-4	-1.5	-2	6	6	-4.8	15
CC(C)(C)C(=O)NC(c1ccccc1)c1c(O)ccc2ccccc12 (stereo not given)	2.1	0	-0.1	-9	-1.2	0	-5	0	-1.9	3
CC1(C)C(=O)Nc2ccccc2N1C(=O)COc1cccnc1[N+](=O)[O-]	1.4	0	-1.1	-11	2.1	-1	-6	-8	3.3	18
O=C1CC2(CCCCC2)Oc2ccc(OCC(=O)N3CCOCC3)cc21	.	-1	-1.4	10	3.4	0	-390	9	3.0	10
COc1cc(C(=O)N2CCN(C(=O)c3cccc4ccccc34)CC2)cc(OC)c1OC	1.3	-2	-2.1	-10	1.3	-3	-1	1	2.7	10
Cc1cc(C)c[n+](-c2nc3ccccc3nc2[N-]S(=O)(=O)c2ccc(Br)s2)c1	0.6	0	-3.1	2	0.2	0	.	1	-0.5	-4
O=C(Cn1cccc(C(F)(F)F)c1=O)c1ccc(Cl)cc1	2.4	1	0.5	10	4.2	0	9	0	2.4	-2
COc1cc(C2Nc3cccc4cccc(c34)N2)cc(OC)c1OC(C)=O	3.1	3	0.1	2	-0.7	.	5	-11	-0.9	-11
Cc1ccc(CN2CCN(CC(=O)N/N=C/c3ccccc3F)CC2)cc1	-0.2	-1	-1.3	-6	-0.8	13	6	-13	-0.4	6
CCOc1ccc(/C=C/C(=O)C(C(N)=O)=C2SCCS2)cc1	3.4	2	0.0	-5	-1.6	6	3	-4	2.5	-19
COc1ccc(-c2nnc3ccc(SCC(=O)N4CCN(c5ccccc5)CC4)nn23)cc1	1.7	2	3.8	5	.	-1	2	-6	.	-8
COc1ccc2nc(SC(C)C(=O)NC3CCCC3)[nH]c2c1 (stereo not given)	3.3	3	-2.2	1	.	-3	-9	-5	.	.
CC(=O)c1sc2nc(SCC(=O)NCCc3ccccc3)[nH]c(=O)c2c1C	2.4	-1	-2.2	11	0.7	-1	-3	13	0.9	-20
CCC(C)NC(=O)CCCCCn1c(=O)[nH]c2cc(OC)c(OC)cc2c1=O (stereo not given)	3.3	2	-1.4	-5	0.1	.	-1	-12	0.2	-38
COc1ccc(C(=O)Nc2cccnc2)cc1S(=O)(=O)N1CCOCC1	0.5	4	-0.4	2	0.0	.	0	-9	0.7	-2
Cc1cc(NC(=O)c2ccc(Cl)c([N+](=O)[O-])c2)no1	2.6	.	.	.	1.2	-6	.	.	-1.6	.
CC(Oc1ccccc1)C(=O)NNC(=O)c1cccs1 (stereo not given)	0.8	-1	-2.0	3	0.5	0	0	-8	1.4	7
CCN(CC)C(=S)Nc1ccc2nc3n(c(=O)c2c1)CCCCC3	1.4	-2	-0.4	2	0.4	5	2	-15	0.7	1
Nn1c(C2COc3ccccc3O2)n[nH]c1=S (stereo not given)	3.3	0	-3.9	-17	0.0	5	3	-10	-2.8	-27
CCC(c1nnc(SCC(=O)N2CC(=O)Nc3ccccc32)n1Cc1ccccc1)N(C)C (stereo not given)	1.9	-1	-0.3	-6	-1.1	.	6	-1	1.1	0
CN(C(=O)COc1ccccc1)C1CCS(=O)(=O)C1 (stereo not given)	2.5	0	-0.5	4	0.9	-3	-2	-18	1.9	-29
Next compounds follow:
SMILES	phage Ecoli inh	DAGLB inh	CAL PDZ inh	Tat export inh	E coli growth	Wnt act	Rtt109 HAT inh	PvdQ acylase	AddAB inh	PfHsp90 set2
O=C(COc1ccccc1Cl)NCc1ccccc1	4.7	-2	-0.2	-9	-0.1	7	-7	-16	1.0	-3
Cc1[nH]c(SCC(=O)Nc2cc(S(C)(=O)=O)ccc2Cl)nc1Cc1ccccc1	-0.6	0	-0.7	-4	1.9	2	0	-17	2.2	6
COCCCNC(=O)c1c(NC(=O)C2COc3ccccc3O2)sc2c1CCCC2 (stereo not given)	0.9	-11	-1.1	0	1.3	3	-3	-5	2.0	1
CCCCOP(=O)(OCCCC)C(Nc1ccccc1)c1ccc2c(c1)OCO2 (stereo not given)	2.2	-7	0.2	7	-1.8	.	5	-17	2.0	-41
CCCn1c(CC)nc([N+](=O)[O-])c1S(=O)(=O)c1ccccc1	3.7	-6	-2.8	-1	-1.7	-5	10	-24	1.8	16
CC(C)(C)OC(=O)NCCCCCc1nnc(SCc2ccc(F)cc2)o1	3.2	.	-0.8	7	-3.3	4	-4	-10	1.7	-9

Entries of single compounds from above.
`CC1CN/C(=C\C(=O)c2ccc(Br)cc2)C(=O)N1` (stereo not given) as listed: phage Ecoli inh = 3.4; DAGLB inh = -1; CAL PDZ inh = -0.3; Tat export inh = -9; E coli growth = 1.8; Wnt act = -3; Rtt109 HAT inh = -1; PvdQ acylase = -14; AddAB inh = 2.1; PfHsp90 set2 = 19
`Cc1nnc2ccc(-c3cccc(NS(=O)(=O)c4ccccc4Cl)c3)nn12` as listed: phage Ecoli inh = 2.9; DAGLB inh = 2; CAL PDZ inh = -2.3; Tat export inh = -1; E coli growth = -0.7; Wnt act = -6; Rtt109 HAT inh = 29; PvdQ acylase = 12; AddAB inh = 1.7; PfHsp90 set2 = -5
`COc1ccccc1N1CCN(c2cc(=O)n(-c3ccc(Br)cc3)c(=O)[nH]2)CC1` as listed: phage Ecoli inh = 0.1; DAGLB inh = 0; CAL PDZ inh = -0.2; Tat export inh = 0; E coli growth = 1.0; Wnt act = -1; Rtt109 HAT inh = 3; PvdQ acylase = 3; AddAB inh = 1.0; PfHsp90 set2 = -2

Screens deposited in PubChem BioAssay by several laboratories.
